From PubChem BioAssay
BLM helicase inh: qHTS Assay for Inhibitors of Bloom's syndrome helicase (BLM). recombinant BLM DNA unwinding, fluorescence dequenching. Potency, µM (titrated, usually from 56.1 µM), without a hit: at the highest dose activity change, negative = inhibition, actives largely listed as inhibitors. actives 0.2% (n = 350,000);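 note: plate controls were vehicle for no effect and no enzyme for full effect; nearly all actives have a fitted effect of over 35% in size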
Pol kappa inh: qHTS for Inhibitors of Polymerase Kappa; DNA polymerase kappa (Homo sapiens), Q9UBT6; actives 0.53% (n = 400,000); Potency, µM (highest dose often 107 µM), inactives show at the highest dose activity, negative = inhibition, hits mostly inhibitors; purified Pol kappa, fluorescent DNA synthesis assay, 10 min; note: % is set by controls: 0 for no effect and ±100 for the full control effect
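Readout: fluorescence, taken kinetically at 0 and 10 min. Conditions: 10 nM Pol kappa, 15 min RT compound preincubation, 50 nM substrate final. Controls: enzyme-free buffer wells.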
Pol eta inh: qHTS for Inhibitors of Polymerase Eta; AID 588591, 2011; recombinant Pol eta, fluorescent DNA replication assay; actives 1.2% (n = 390,000); DNA polymerase eta (Homo sapiens), Q9Y253; Potency, µM (highest dose often 114 µM), for inactives: top-dose activity change, negative = inhibition, actives largely listed as inhibitors; note: % is set by controls: 0 for no effect and ±100 for the full control effect
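Fluorescent replication assay: 50 nM final substrate added after a 15 min room-temperature compound preincubation with 10 nM enzyme. Signal taken at 0 min and again at 10 min.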
POLB inh: qHTS Assay for Inhibitors of DNA Polymerase Beta; P06746; Pol beta primer extension/strand displacement, fluorescence kinetic; Potency, µM (series often up to 114 µM), for the others: at the top dose activity change, negative = inhibition, most hits filed as inhibitors; actives 1.3% (n = 340,000); AID 485314, 2010; note: % is set by controls: 0 for no effect and ±100 for the full control effect
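Human Pol beta at 10 nM; strand-displacement substrate 50 nM final. Compound exposure 15 min at room temperature before start, reaction 10 min at room temperature.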
APEX1 inh: qHTS Assay for Inhibitors of the Human Apurinic/apyrimidinic Endonuclease 1 (APE1) | DNA repair nuclease/redox regulator APEX1 (Homo sapiens), P27695 | recombinant APE1, TAMRA/BHQ-2 abasic DNA cleavage fluorescence | Potency, µM (doses to about 65.8 µM), without a hit: top-dose activity change, negative = inhibition, most hits filed as inhibitors | actives 0.35% (n = 350,000) | AID 2517, 2012;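 note: plate controls were vehicle for no effect and reference inhibitor for full effect; nearly all actives have a fitted effect of over 55% in size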
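Enzyme (0.75 nM final) and test compound are incubated 15 min at room temperature before adding 50 nM quenched THF abasic-site duplex. Cleavage dequenches TAMRA, followed at 525/598 nm over three reads one minute apart.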
POLI inh: qHTS for Inhibitors of Polymerase Iota; DNA polymerase iota (Homo sapiens), Q9UNA4; Pol iota fluorescent replication assay, 10 min; Potency, µM (series often up to 115 µM), inactives show at the top dose activity, negative = inhibition, most hits filed as inhibitors; actives 1% (n = 390,000)
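Fluorescent replication assay read twice, at 0 min and 10 min after adding 50 nM (final) substrate. Enzyme (10 nM) and compounds were first incubated 15 min at room temperature; enzyme-free buffer wells were negative controls.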
G9a block: qHTS Assay for Inhibitors of Histone Lysine Methyltransferase G9a | G9a H3K9 monomethylation, AlphaScreen, 2 h | Potency, µM (doses to about 102 µM), for inactives: at the highest dose activity, negative = inhibition, actives largely listed as inhibitors | actives 8.8% (n = 350,000); note: % is set by controls: 0 for no effect and ±100 for the full control effect; nearly all actives have a fitted effect of over 75% in size
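G9a (20 nM) preincubated 15 min RT with compounds, then 500 nM biotinylated H3K9 peptide and 20 uM SAM added; 2 h RT reaction. Monomethyl-H3K9 product detected by AlphaScreen with anti-H3K9me1 antibody, streptavidin donor and anti-rabbit IgG acceptor beads.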
JMJD2A Tudor: qHTS Assay for Inhibitors of JMJD2A-Tudor Domain; Potency, µM (top dose mostly 114 µM), without a hit: at the top dose activity change, negative = inhibition, usual class: inhibitors; AlphaScreen JMJD2A-Tudor / H3K4me3 peptide binding; Lysine-specific demethylase 4A (Homo sapiens), O75164; AID 504339, 2011; actives 4.4% (n = 390,000); note: % is set by controls: 0 for no effect and ±100 for the full control effect; nearly all actives have a fitted effect of over 50% in size
BAZ2B inh: qHTS Assay for Inhibitors of BAZ2B; Bromodomain adjacent to zinc finger domain protein 2B (Homo sapiens), Q9UIF8; AlphaScreen BAZ2B-H3K14Ac peptide displacement; Potency, µM (series often up to 114 µM), without a hit: top-dose activity change, negative = inhibition, most hits filed as inhibitors; actives 4.4% (n = 360,000); note: % is set by controls: 0 for no effect and ±100 for the full control effect; nearly all actives have a fitted effect of over 60% in size
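BAZ2B 50 nM plus b-H3(5-23)K14Ac 50 nM, PBS pH 7.4/0.01% Tween-20, 30 min RT; compound added (max 110 uM), 30 min RT; streptavidin donor/Ni-chelate acceptor beads 10 ug/mL final, 20 min dark; AlphaScreen read.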
* marks the source's active call; other numbers are inactive results; ? = inconclusive; . = not tested or not shown; [ ] = another dose, or the depositor's remark. Calls come from the whole dose curve; as a rule, active = well fitted curve in the direction sought with a large enough effect; inconclusive = small, poorly fitted or top-dose-only effect, or another doubt; inactive = no such curve, though single readings can be large; an effect the other way counts as inactive or inconclusive. Potency is the fitted concentration of half-maximal effect.

APEX1 inh | G9a block | SMILES | JMJD2A Tudor | POLI inh | POLB inh | Pol kappa inh | BAZ2B inh | Pol eta inh | BLM helicase inh
1% | . | COC(=O)[C@]1(Cc2ccccc2)N[C@H](CN(C)C(=O)Nc2ccc(C(F)(F)F)cc2)[C@@H]2C(=O)N(Cc3ccccc3)C(=O)[C@@H]21 | -19% | -17% | . | 6% | . | -18% | .
20% | -37% | Cc1cnc(C(=O)OCC(=O)Nc2sc3c(c2C#N)CCC3)cn1 | -27% | ? | . | -24% | ? | 22µM* | .
-4% | 7% | O=C(COC(=O)Cc1ccc(Br)cc1)NC1CCCCCC1 | 5% | 31%[activator] | 0% | -5% | 1% | -6% | 1%
3% | 6%[59 µM] | CN1CCN(S(=O)(=O)c2ccc(N3CCN(S(=O)(=O)c4cccs4)CC3)nc2)CC1 | -13% | -4% | 8% | -10% | 8% | 2% | -12%
2% | -34%[12.7 µM] | Oc1cccc(Nc2nc(NCC3CCCO3)c3ccccc3n2)c1 (stereo unspecified) | -30%[57.1 µM] | 11% | -23% | -2% | -39% | -12% | -16%
3% | 7%[59 µM] | COc1ccc(NC(=O)c2cccc(-n3c(C)ccc3C)c2)c(OC)c1 | -17% | -7% | 1% | -4% | ? | -18% | -1%
-1% | -24% | Cc1ccc(C(=O)COC(=O)C2CC(=O)N(c3nc(-c4ccccc4)cs3)C2)cc1C (stereo unspecified) | -4% | 3% | 14% | -6% | -24% | -19% | -5%
. | -8%[59 µM] | CN(C)CCNC(=O)c1ccc(Cn2c(=O)c3cccn3c3cccnc32)cc1 | -14% | 16% | 13% | -1% | -6% | 12% | 10%
0% | 22µM* | Cn1c(CNS(=O)(=O)c2ccc(Br)cc2)n[nH]c1=S | 7.9µM* | -6% | 27% | -22% | 5% | 3% | -1%
1% | -2%[59 µM] | CC(C)c1cccc(C(C)C)c1NC(=O)COC(=O)c1ccc2c(c1)S(=O)(=O)c1ccccc1C2=O | -14% | -14% | 39% | 0% | -3% | -13% | 0%
-8% | ? | CCN(CC)CCC(c1ccc(N(C)C)cc1)c1c(OC)cc(OC)c2ccc(=O)oc12 (stereo unspecified) | 45µM* | 22% | ? | 12% | 40µM* | -14% | 3%
-8% | . | COc1ccc(OC)c(CN2CCC(Cc3ccccc3)CC2)c1 | 50µM* | 13% | ? | 3% | 56µM* | -9% | 3%

APEX1 inh | G9a block | SMILES | JMJD2A Tudor | POLI inh | POLB inh | Pol kappa inh | BAZ2B inh | Pol eta inh | BLM helicase inh
59% | 4%[0.501 µM] | COc1ccccc1NC(=O)Nc1ccccc1C#N | 2% | 92%[activator] | 1% | -1% | -22% | -19% | -6%
1% | -3% | Nn1c(SCc2nc3ccccc3[nH]2)nnc1-c1cccnc1 | -20% | -7% | 1% | -1% | -4% | -11% | 1%
-8% | 10%[12.7 µM] | O=C(Nc1cc([N+](=O)[O-])ccc1N1CCCC1)c1cccs1 | -26% | 0% | 22% | 1% | ? | -8% | -4%
2% | -1% | O=C(O)CC(CC(=O)Nc1ccc(C(=O)O)cc1)c1ccccc1 (stereo unspecified) | 13% | 12% | -2% | 16% | -14% | -2% | 1%
11% | ? | CCC(=O)NC(c1ccccc1Cl)c1c(O)ccc2ccccc12 (stereo unspecified) | -19% | 13% | 36% | -20% | -7% | -17% | -4%
0% | -33% | CCOc1ccc(CCNC(=O)COC(=O)CNS(=O)(=O)c2ccc(NC(C)=O)cc2)cc1OCC | -12% | 20% | . | -5% | 1% | -7% | .
1% | ? | CCN(CC)CCN1C(=O)C(=O)/C(=C(/O)c2c(C)[nH]c(C(=O)OC)c2C)C1c1ccco1 (stereo unspecified) | ? | 13% | 36% | -5% | -36% | -21% | 5%
46% | 3% | COc1ccc2nc3oc(C(=O)NCCCOC(C)C)cc3cc2c1 | -3% | 45%[activator] | 4% | -3% | -2% | -19% | 1%
0% | 20µM* | O=C(COc1ccccc1)NCc1n[nH]c(=S)n1-c1ccccc1 | 8.9µM* | 18% | -13% | -6% | -18% | -14% | -2%
-8% | -28% | COc1cc(N)c(Cl)cc1C(=O)OCC(=O)NC1CCCC1 | -16% | 31%[activator] | 98% | -4% | 8% | -20% | 0%
. | . | Cc1cc(C)c(S(=O)(=O)N2CCN(C(=O)c3ccccc3OCc3c(C)noc3C)CC2)c(C)c1 | -20% | 17% | . | -13% | . | -26% | .
? | 0% | COc1ccc(C(=O)Cc2ccc(OC)c(OC)c2)cc1 | -17% | 45%[activator] | 8% | -3% | 2% | -5% | 2%

APEX1 inh | G9a block | SMILES | JMJD2A Tudor | POLI inh | POLB inh | Pol kappa inh | BAZ2B inh | Pol eta inh | BLM helicase inh
17% | 8% | O=C(CCC(=O)N1CCSc2ccccc21)NC1CCCCC1 | -7% | 50%[activator] | -1% | 19% | -3% | -5% | -3%
0% | . | COC(=O)c1cnn(-c2ccccc2)c1C(OC)OC | -4% | 8%[58.9 µM] | 8% | -4% | -2% | -5% | -11%
. | 0%[59 µM] | COc1ccc(Br)cc1S(=O)(=O)Nc1cc(-c2cn3ccccc3n2)ccc1C | -21% | -3% | 25% | 2% | -9% | -6% | -1%
-2% | 1.1µM* | Cc1ccc(NC2Nc3cc(C)nn3S2)c(C)c1 (stereo unspecified) | ? | 74%[activator] | 0% | 1% | -25% | -12% | -2%
-8% | -3% | CCCCn1c2nc3ccccc3nc2c2c(=O)n(CCC)cnc21 | 10% | 2% | -9% | -9% | -24% | 3% | 1%
. | 9%[59 µM] | O=C(CCCn1c(=O)c2cccn2c2ccc(F)cc21)NCCc1ccccc1 | -10% | 13% | -3% | -15% | -21% | -16% | -3%
20% | 32µM* | COc1ccc(Br)cc1CN1CCCCCC1 | 22µM* | -9% | 12% | 1% | ? | 15% | 2%
5% | 10µM* | COc1ccc(CNC2CCSc3ccccc32)cc1OC (stereo unspecified) | 8.9µM* | 128%[activator] | 30% | -10% | 50µM* | -11% | 1%
10% | 11%[12.7 µM] | CCCCn1c(N)c(N(CCOC)C(=O)C2CCN(S(=O)(=O)c3ccc(F)cc3)CC2)c(=O)[nH]c1=O | -11% | 11% | . | -6% | 8% | -2% | .
-8% | 7% | COc1ccc(C(=O)N2CCC(c3ccccc3)CC2)c(OC)c1OC | -4% | 82%[activator] | 45% | -5% | -3% | -8% | -6%
. | . | CCOC(=O)c1ccccc1NC(=O)CN1CCC(n2nnc3cc(F)ccc32)CC1 | -14% | 8% | . | -13% | . | -18% | .
-5% | 71µM* | CCc1nn(CCCC(=O)N2CCN(c3cccc(C)c3C)CC2)c(=O)c2cc3occc3n12 | -35% | 38%[activator] | -10% | -5% | ? | -18% | -4%

APEX1 inh | G9a block | SMILES | JMJD2A Tudor | POLI inh | POLB inh | Pol kappa inh | BAZ2B inh | Pol eta inh | BLM helicase inh
. | 4%[59 µM] | CCCCn1cc(S(=O)(=O)c2ccc(C)c(C)c2)c(=O)c2cc(F)c(N3CCCC(C)C3)cc21 (stereo unspecified) | -18% | 1% | 1% | -19% | -2% | -20% | -6%
. | -21%[59 µM] | COc1ccc(CNC(=O)c2cnn(-c3ccc(C)cc3)c2-n2cccc2)cc1OC | -20% | -9% | 10% | -17%[60.1 µM] | ? | -15% | -1%
24% | -2% | Cc1ccc(S(=O)(=O)c2nc(S(C)(=O)=O)sc2N2CCCC2)cc1 | -3% | 29% | 54% | 5% | 2% | -2% | -2%
-3% | 7%[2.33 µM] | O=C(NC1CCCCC1NC(=O)c1cccs1)c1cccs1 (stereo unspecified) | -2% | 7% | 2% | 3% | -4% | 9% | -2%
-2% | 32%[activator] | COc1ccc(CN(CC(=O)NCc2ccc(F)cc2)C(=O)c2csnn2)cc1 | -8% | 49%[activator] | 2% | 0% | -3% | -10% | -6%
0% | -32% | O=C(c1ccccc1F)N(Cc1nc2ccccc2c(=O)[nH]1)C1CCCC1 | -3% | 16% | 22% | 4% | -3% | -18% | -5%
26% | . | CCCCN(C(=O)c1c(-c2ccccc2)noc1C)c1c(N)n(CCC)c(=O)[nH]c1=O | -12% | 12% | . | -3% | . | -4% | .
20% | -13%[2.33 µM] | CC(=O)N1CCN(c2ccc(N)cc2)CC1 | -14% | 28% | . | 11% | ? | -19% | .
5% | 23% | CC(=O)C(Cc1ccccc1)NC(=O)CN1CCc2ccccc2C1 (stereo unspecified) | -16% | ? | 41%[activator] | -14% | -14% | -2% | 1%
-5% | 18%[59 µM] | Cc1cccc(C)c1NC(=O)COC(=O)CSc1nnc(N)s1 | -5% | 8% | 56% | 2% | 12% | -12% | -3%
2% | 10%[2.33 µM] | COc1cc2[nH]c(=O)n(CCC(=O)N3CCN(c4cccc(C)c4C)CC3)c(=O)c2cc1OC | -11% | 11% | 0% | -9% | 0% | ? | -7%
-24% | 23%[0.501 µM] | COc1ccc(OC)c(NC(=O)c2cc(OC(C)=O)cc(C(=O)Nc3cc(OC)ccc3OC)c2)c1 | -7% | -23% | -1% | -14% | 1% | -8% | -19%

APEX1 inh | G9a block | SMILES | JMJD2A Tudor | POLI inh | POLB inh | Pol kappa inh | BAZ2B inh | Pol eta inh | BLM helicase inh
8% | . | Cc1cccc(CN2CCC(C(=O)Nc3ccc(Oc4cccnc4)cc3)CC2)c1 | -14% | 12% | 34% | -8% | -6% | -7% | 2%
7% | 3%[59 µM] | CN(C)C(=O)Cn1c(SCC(=O)Nc2ccc3c(c2)OCO3)nc2ccccc21 | -17% | 3% | -14% | -8% | -1% | -16% | 2%
-8% | -19%[59 µM] | Cn1c(SCC(=O)N2c3ccccc3Sc3ccccc32)nc2ccccc21 | ? | ? | -3% | -17% | -1% | -20% | -3%
1% | 134%[activator] | Cc1cccc(-c2noc(CCc3ccccc3)n2)c1 | 232%[activator] | 13% | 5% | -4% | 14% | -11% | -5%

An excerpt, so the mix of outcomes need not match the whole.
